# Pol beta inh: qHTS Assay for Inhibitors of DNA Polymerase Beta; hit rate 1.3% among 340,000; AID 485314, 2010; Pol beta primer extension/strand displacement, fluorescence kinetic; Potency, µM (series often up to 114 µM), for inactives: top-dose activity change, negative = inhibition, most hits filed as inhibitors; P06746; also: potency is read from the fitted curve at half-maximal effect; % is scaled to controls: 0 for no effect and ±100 for the full control effect
#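 Reaction started by 50 nM substrate onto compound-treated Pol beta (10 nM, 15 min preincubation, room temperature); plates read at 0 min and 10 min. Normalized concentration-effect data fitted by four-parameter Hill equation.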
# POLI inh: qHTS for Inhibitors of Polymerase Iota | Potency, µM (series often up to 115 µM), inactives show at the top dose activity, negative = inhibition, hits mostly inhibitors | hit rate 1% among 390,000 | Pol iota fluorescent replication assay, 10 min | DNA polymerase iota (Homo sapiens), Q9UNA4; also: potency is read from the fitted curve at half-maximal effect
#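 Fluorescent replication assay read twice, at 0 min and 10 min after adding 50 nM (final) substrate. Enzyme (10 nM) and compounds were first incubated 15 min at room temperature; enzyme-free buffer wells were negative controls.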
# BLM helicase inh: qHTS Assay for Inhibitors of Bloom's syndrome helicase (BLM); RecQ-like DNA helicase BLM (Homo sapiens), P54132; recombinant BLM DNA unwinding, fluorescence dequenching; Potency, µM (series often up to 56.1 µM), for inactives: at the top dose activity change, negative = inhibition, most hits filed as inhibitors; hit rate 0.2% among 350,000;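 also: potency is read from the fitted curve at half-maximal effect; plate controls were vehicle for no effect and no enzyme for full effect; nearly all actives have a fitted effect of over 35% in size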
# ERG Ets-DNA blk: qHTS for Small Molecule Inhibitors of the ERG Ets/DNA interaction; AID 624246, 2012; Potency, µM (highest dose often 76.9 µM), for the others: top-dose FP activity, negative = inhibition, hits mostly inhibitors; Transcriptional regulator ERG (Homo sapiens), P11308; hit rate 0.028% among 370,000; fluorescence polarization, His-ERG Ets domain / labelled DNA; active = well fitted inhibition curve with a large enough effect in the polarisation, with a control signal flat; inconclusive = small, poorly fitted or top-dose-only effect, or effect the other way, or a change in a side signal; inactive = no such curve, though single readings can be large or run the other way; the % refers to the polarisation;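 also: polarization taken with two DNA probes labelled with fluorescein and Texas red; potency is read from the fitted curve at half-maximal effect; % of control where 0% means no effect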
#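 His-tagged ERG Ets domain (1 uM in the protein solution; 300mM KCl, 50mM Tris-HCl, 1mM EDTA, 1mM DTT, pH 7.5) received compound, then a probe mix of 5 nM fluorescein-DNA and 100nM Texas-615-DNA. Fluorescence polarization was read for both dyes.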
# ALOX12 inh: Primary qHTS assay for inhibitors of human arachidonate 12S-lipoxygenase (ALOX12): Round 2; Polyunsaturated fatty acid lipoxygenase ALOX12 (Homo sapiens), P18054; purified 12hLO, xylenol orange hydroperoxide absorbance; Potency, µM (doses to about 108 µM), for inactives: at the top dose activity change, negative = inhibition, hits mostly inhibitors; hit rate 1.1% among 580,000; AID 1671190, 2021; also: potency is read from the fitted curve at half-maximal effect; % is scaled to controls: 0 for no effect and ±100 for the full control effect
#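 Purified human 12hLO at 150 nM in 25 mM Hepes, 0.01% Triton X-100, pH 7.0, preincubated 15 min at room temperature with compound. Reaction started with 40 uM arachidonic acid, 30 min at room temperature. Hydroperoxide measured by Fe-xylenol orange, 573/405 nm absorbance ratio.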
# Pol kappa inh: qHTS for Inhibitors of Polymerase Kappa; purified Pol kappa, fluorescent DNA synthesis assay, 10 min; Potency, µM (doses to about 107 µM), for inactives: at the highest dose activity, negative = inhibition, usual class: inhibitors; hit rate 0.53% among 400,000; also: potency is read from the fitted curve at half-maximal effect; % is scaled to controls: 0 for no effect and ±100 for the full control effect
# Target sequence (Q9UBT6 whole entry, looked up): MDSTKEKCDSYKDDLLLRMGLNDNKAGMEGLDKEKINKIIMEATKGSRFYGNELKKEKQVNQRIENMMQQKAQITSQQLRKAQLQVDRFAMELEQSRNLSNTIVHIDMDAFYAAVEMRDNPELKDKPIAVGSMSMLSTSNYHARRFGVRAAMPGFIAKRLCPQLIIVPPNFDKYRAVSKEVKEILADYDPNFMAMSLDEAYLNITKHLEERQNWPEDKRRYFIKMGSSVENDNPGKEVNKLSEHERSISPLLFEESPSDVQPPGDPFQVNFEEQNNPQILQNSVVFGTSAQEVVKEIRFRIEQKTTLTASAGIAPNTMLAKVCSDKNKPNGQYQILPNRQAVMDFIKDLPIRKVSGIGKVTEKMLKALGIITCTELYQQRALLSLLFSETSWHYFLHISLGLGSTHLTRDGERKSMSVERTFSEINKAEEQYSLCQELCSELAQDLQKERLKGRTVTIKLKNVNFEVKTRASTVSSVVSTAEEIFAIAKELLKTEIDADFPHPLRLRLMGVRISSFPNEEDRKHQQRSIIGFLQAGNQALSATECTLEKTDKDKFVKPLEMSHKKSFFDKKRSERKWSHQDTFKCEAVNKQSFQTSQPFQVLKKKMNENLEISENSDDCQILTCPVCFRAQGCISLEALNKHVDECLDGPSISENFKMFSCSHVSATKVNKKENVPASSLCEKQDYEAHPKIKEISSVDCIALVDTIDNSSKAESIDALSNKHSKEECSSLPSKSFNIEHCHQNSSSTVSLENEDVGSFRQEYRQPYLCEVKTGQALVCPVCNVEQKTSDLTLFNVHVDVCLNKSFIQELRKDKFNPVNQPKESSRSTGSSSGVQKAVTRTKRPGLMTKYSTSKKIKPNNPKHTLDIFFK
#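 Here, compound and 10 nM enzyme are combined for 15 min at room temperature; adding 50 nM substrate (final) starts DNA synthesis, tracked by fluorescence at 0 and 10 min against buffer-only wells.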
# Anesthetic bind: qHTS Assay for Identification of Novel General Anesthetics; Potency, µM (series often up to 77.5 µM), for the others: at the top dose activity change, negative = displacement, hits mostly inhibitors; hit rate 0.074% among 350,000; AID 485281, 2010; Ferritin light chain (Equus caballus), P02791; apoferritin/1-aminoanthracene competitive binding, fluorescence; also: potency is read from the fitted curve at half-maximal effect; % is scaled to controls: 0 for no effect and ±100 for the full control effect; nearly all actives have a fitted effect of over 20% in size
# Target sequence (P02791 2-175 limits assumed): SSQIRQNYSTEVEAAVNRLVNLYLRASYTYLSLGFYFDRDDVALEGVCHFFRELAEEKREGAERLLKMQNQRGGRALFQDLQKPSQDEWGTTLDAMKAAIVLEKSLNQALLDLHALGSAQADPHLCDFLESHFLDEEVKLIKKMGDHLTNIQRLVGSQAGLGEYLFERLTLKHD
#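 Steps: apoferritin (10 uM) was premixed with half-saturated 1-AMA in PBS, compounds were pin-transferred, plates stood 10 min at room temperature, fluorescence was read at 380/535 nm, and curves were fitted with a Hill equation.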
# APE1 inh: qHTS Assay for Inhibitors of the Human Apurinic/apyrimidinic Endonuclease 1 (APE1). recombinant APE1, TAMRA/BHQ-2 abasic DNA cleavage fluorescence. Potency, µM (top dose mostly 65.8 µM), for inactives: at the top dose activity change, negative = inhibition, actives largely listed as inhibitors. DNA repair nuclease/redox regulator APEX1 (Homo sapiens), P27695. hit rate 0.35% among 350,000. AID 2517, 2012;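 also: potency is read from the fitted curve at half-maximal effect; plate controls were vehicle for no effect and reference inhibitor for full effect; nearly all actives have a fitted effect of over 55% in size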
#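 Readout is kinetic fluorescence (ex 525, em 598 nm) from cleavage of 50 nM TAMRA/BHQ-2 THF abasic duplex by 0.75 nM APE1, compound added 15 min beforehand at RT.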
# TRHR agonist: qHTS for Small Molecule Agonists and Allosteric Enhancers of Human TRH Receptor: Primary Screen for Agonists | Thyrotropin-releasing hormone receptor (Homo sapiens), P34981 | TRHR cells, calcium flux fluo-8, FDSS agonist mode | activation, % at 2 µM | hit rate 0.18% among 360,000; in the data active = activation above about 30%; also: 0% is about no effect
#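 Agonist-mode FDSS calcium read (Ex 480/Em 530, 1 s cycles) in 1536-well TRHR cells with fluo-8 dye, after 10-cycle baseline and 23 nL compound addition; TRH at EC20 (10 nM final) added afterwards for the enhancer phase.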
# * marks the source's active call; other numbers are inactive results; ? = inconclusive; · = not tested or not shown; & = joins results of further samples; [ ] = remark or other dose. Unless noted, calls follow the shape of the dose curve; as a rule, active = well fitted curve in the direction sought with a large enough effect; inconclusive = small, poorly fitted or top-dose-only effect, or another doubt; inactive = no such curve, though single readings can be large; an effect the other way counts as inactive or inconclusive. Not all compounds are listed; count on the stated rates, not on these rows.
Structure,BLM helicase inh,Pol kappa inh,Pol beta inh,ALOX12 inh,POLI inh,Anesthetic bind,APE1 inh,ERG Ets-DNA blk,TRHR agonist
CC(=O)C1=C(O)C(=O)N(c2nccs2)C1c1ccccc1 (stereo not given),1%,-1%,1%,8.9µM*,3%,0%,8%,?,0.2
Cc1ccc(NC(=S)Nc2ccccn2)c(C)c1,-5%,-11%,10%,11µM*,95%[activator],-4%,1%,6%,0.1
COc1ccc(CNc2ncnc3ccc(-c4cccc(NS(C)(=O)=O)c4)cc23)c(OC)c1,-5%,5%[60.1 µM],·,-14%,·,·,-3%,·,·
O=C(NCc1ccncc1)Nc1ccc2c(c1)OCO2,-3%,-4%,13%,0%,19%,-2%,4%,2%,0.2
COc1cc(OC)c(NC(=O)C(C)n2nc(-c3ccc(C)cc3)c3c(c2=O)CCCC3)cc1Cl (stereo not given),-8%,1%,33%,?,-5%,?,·,-3%,0.8
O=C1c2cccc3cccc(c23)C(=O)N1CCCCCc1n[nH]c(=S)o1,1%,1%,1%,?,44%[activator],-6%,11%,1%,0.0
COc1ccc(CCNC(=O)Cn2cnc3scc(-c4ccccc4)c3c2=O)cc1OC,-5%,-1%,-2%,-14%,12%,?,-1%,6%,-1.6
COc1ccc2[nH]c(=O)c3c(c2c1)OC(C)(C)C=C3,3%&-3%&2%,0%,18%,?,9%,-3%,-5%&-4%&2%,15%,-2.2
CC(NC(=O)C(=O)Nc1nccs1)c1ccccc1 (stereo not given),0%,-1%,2%,?,-12%[58.9 µM],-9%,-4%,6%,0.6
COCCn1c(C)cc(O)c(C(c2ccccc2OC)N2CCCCC2)c1=O (stereo not given),1%,-3%[60.1 µM],1%,3%,-3%,-11%,·,5%,-0.1
O=C(O)c1ccc(/C=N/Nc2ccc(F)cc2F)cc1,-1%,-19%,-9%,?,169%[activator],-9%,0%,-1%,0.3
Cc1ccc(-c2c3c(=O)n(C)c(=O)n(C)c3cn2Cc2cccnc2)cc1,-1%,-3%,14%,0%,?,-18%,-2%,9%,0.7
Cn1cc([N+](=O)[O-])c(C(=O)Nc2ccc3nc(-c4ccccc4)[nH]c3c2)n1,2%,-8%,-25%,-17%,17%,-2%,-4%,·,-1.0
Nn1c(SCC(=O)NC2CCCCC2)nnc1-c1ccccc1,0%,-15%,23%,59%[activator],12%,-8%,15%,-5%,1.0
O=C(NCC(=O)N1CCC(Cc2ccccc2)CC1)c1ccc(Cl)cc1,-1%,-14%,7%,6%,?,-18%,9%,3%,-0.6
CCOc1ccc(S(=O)(=O)NCCC(=O)NCCOc2ccccc2OC)cc1,·,6%,·,11%,5%,·,42%[activator],-7%,-0.5
COc1ccc(C/C(O)=C(\C#N)c2nc3ccccc3s2)cc1,-2%,-4%,10%,·,32%[activator],-6%,-1%,8%,1.9
Cc1cccc(OCC(=O)Nc2ccc(S(=O)(=O)N3CCCC3)cc2)c1,-5%,-6%,6%,?,-6%,?,-6%,-21%,-0.3
CCCn1c(N)c(C(=O)CSc2nc3ncc(Cl)cc3[nH]2)c(=O)n(C)c1=O,·,-20%,·,184%[activator],1%,·,?,9%,0.3
CCCCn1c(N)c(N(CC)C(=O)c2cccc(OC)c2)c(=O)[nH]c1=O,-4%,-6%,-14%,-4%,13%,1%,-9%,-6%,0.7
CCOc1ccc(-c2cc(NC(=O)Nc3cccc(C(C)=O)c3)c(C(=O)OC)s2)cc1,-4%,-1%,21%,-7%,8%,-5%,·,-1%,0.4
O=C(c1cc(S(=O)(=O)N2CCOCC2)c(Cl)cc1Cl)N1CCCC1,·,3%,·,11%,49%[activator],·,20%,-2%,-0.2
Cc1ccc(Nc2cc(C)nc3nc(C)nn23)cc1,2%,-5%,-16%,168%[activator],-28%,1%,3%,-13%,-0.7
CC(C)CNC(=O)CC(=O)NN=C1CCCC1,-1%,-21%,19%,15%,45%[activator],?,3%,-5%,0.5
COc1ccc(Br)cc1CN1CCN(C(=O)c2ccco2)CC1,0%,-1%,36%,0.5µM*,172%[activator],-1%,1%,-10%,-0.4
CCC(C)(C)n1nnnc1C(c1cccc(C#N)c1)N1CCN(c2cccc(C)c2C)CC1 (stereo not given),3%,-8%,12%,-11%,7%,-11%,-3%,·,0.8
Cc1cc(C)c2cc(C(=O)Nc3ccc4c(c3)OCO4)[nH]c2c1,-7%,1%,-13%,8%,39%,-10%,0%,3%,0.6
COc1ccccc1CNC(=O)CCn1c(=O)[nH]c2ccsc2c1=O,-9%,-9%,1%,-8%,15%,-7%,3%,0%,0.8
CC1CC(=O)Nc2cc([N+](=O)[O-])ccc2N1 (stereo not given),-3%,-8%,-8%,-11%,16%,-5%,-10%,-13%,0.2
COc1cccc(NC(=O)CCC2CCN(C(=O)c3cncs3)CC2)c1,-2%,-3%,20%,?,25%,-7%,57%[activator],-1%,-0.3
Cc1ccc(CCNC(=O)c2ccc3c(c2)nc2n3CCC(C)C2)cc1 (stereo not given),0%,-12%[60.1 µM],2%,1%,6%,-4%,·,-4%,0.3
O=c1c2ccccc2nnn1CSc1nc2sc3c(c2c(=O)n1CC1CCCO1)CCC3 (stereo not given),-8%,-7%,?,-24%,-28%,-13%,?,·,-0.5
CC1(C)C/C(=N\O)C(C(O)c2cccc([N+](=O)[O-])c2)C(C)(C)N1 (stereo not given),-4%,-9%,29%,0%,1%,2%,-4%,6%,0.2
Cc1cccc(C(C(=O)NC2CCCC2)N(C(=O)c2csnn2)C2CC2)c1 (stereo not given),-12%,-18%,6%,-13%,41%[activator],11%,2%[12.4 µM],-2%,0.2
CCCN(C(=O)CSc1nnnn1C)c1c(N)n(Cc2ccccc2)c(=O)[nH]c1=O,-5%,-16%,-22%,11%,-5%,-6%,-5%,2%,0.6
CC(=O)Nc1ccc(C(=O)CSc2nnc(-c3ccccc3)n2-c2ccccc2)cc1,-8%,5%,10µM*,0%,?,-2%,·,-8%,0.3
COC(=O)c1nc2n(n1)C(c1cc(OC)ccc1OC)C(C(=O)Nc1ccc(C)cc1C)=C(C)N2 (stereo not given),-10%,-15%,-4%,-13%,6%,4%,·,0%,0.2
Cc1ccc(NC(=O)c2ccc(Cl)c(S(=O)(=O)Nc3c(C)n(C)n(-c4ccccc4)c3=O)c2)cc1Cl,·,-12%,·,-11%,47%[activator],·,-8%,1%,0.3
O=c1[nH]c(=S)n(-c2ccc(Br)cc2)c2ncccc12,·,0%,·,?,59%[activator],·,·,4%,·
COc1ccc(SC[C@H](C)CN2CC[C@H](NC(=O)OCc3ccccc3)CCC2=O)cc1,·,-15%&-14%,·,?,?,·,-19%,-2%,·
COc1ccc(S(=O)(=O)N2CCN(CC(=O)Nc3cc(Cl)ccc3Cl)CC2)cc1,·,-1%,·,39%[activator],-10%,·,-14%,-1%[15.4 µM],0.5
O=C(NC1CCCC1)C(c1ccccc1)N(C(=O)c1csnn1)C1CCCC1 (stereo not given),-4%,-5%,40%,-1%,56%[activator],1%,-24%,1%,0.0
COc1ccc2c(c1)sc(N)[n+]2Cc1cc(C)cc2cccnc12,54%[activator],-6%,-1%,-26%,12%,-13%,3%,-2%,0.3
Cc1cc(C(=O)NC(Cc2ccccc2)C(=O)O)c(C)o1 (stereo not given),-1%,-17%,1%,-9%,?,-1%,-1%,6%,0.3
O=C(Nc1cccc(Cl)c1)N1CCSc2ccccc21,-4%,0%,6%,-15%,9%,?,·,-4%,-0.1
COc1cc(NC(=O)c2cc(Cl)ccc2Cl)ccc1-c1cc2ccccc2oc1=O,-2%,-9%,19%,21%,-4%[58.9 µM],2%,13%,1%,0.9
Cn1nccc1C(=O)NC1CCCc2c1cnn2-c1ccccc1F (stereo not given),-4%,-8%,45%,4%,1%,-3%,-1%,11%,1.3
CC1CCCN(CCOCCOc2ccccc2-c2ccccc2)C1 (stereo not given),-8%,0%,0%,?,25%,5%,-6%,-8%,0.2
CCOc1ccccc1NC(=O)Cn1c(=O)n(Cc2ccccc2)c(=O)c2c1c1cc(C)ccc1n2C,-2%,-8%,24%,-23%,8%,11%,·,-3%,0.4
Cc1cc(C(F)(F)F)c2sc(N)nc2n1,0%,-14%,-1%,0%,0%,?,5%,0%,-1.4
CCN1C(=O)[C@H]2[C@@H](c3ccc(SC4CCCCC4)cc3)N3CCCC[C@@]3(C(=O)OC)[C@H]2C1=O,·,-2%,·,-9%,4%,·,4%,-6%,0.6
COc1ccccc1-c1nn(CCC(=O)Nc2ccc(C)cc2)c2nc(C)cc(C)c12,-6%,-6%,-15%,19%&0%,7%,0%,·,-2%,-1.3
COc1ccccc1CCNC(=O)C(=O)NCC1CCCN1S(=O)(=O)c1ccccc1 (stereo not given),·,-4%,·,2%,11%,·,15%,19%,-0.1

# Assay outcomes deposited in PubChem BioAssay by National Center for Advancing Translational Sciences (NCATS).
